From PubChem BioAssay
ATXN2 expr inh: inhibitors of ATXN2 expression | HEK-293 ATXN2-luciferase reporter, luminescence, 24 h | Potency, µM (titrated, usually from 57 µM), without a hit: top-dose activity change, negative = inhibition, most hits filed as inhibitors | hit rate 0.72% among 360,000 | AID 1745845; note: potency is the fitted concentration of half-maximal effect; % is set by controls: 0 for no effect and ±100 for the full control effect; nearly all actives have a fitted effect of over 55% in size
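ATXN2-luciferase reporter cells (luciferase flanked by upstream and downstream ATXN2 gene portions) were treated 24 h at 37 °C with compounds at up to 57 uM. SteadyGlo luminescence gave expression; GF-AFC fluorescence gave viability.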
MCF10A rerep: inducers of DNA re-replication in MCF 10A breast cells | MCF 10A DNA re-replication, Hoechst nuclear intensity, 48 h | Potency, µM (series often up to 46.1 µM), inactives show top-dose activity, positive = re-replication, most hits filed as activators | hit rate 2.9% among 350,000 | AID 624296; note: potency is the fitted concentration of half-maximal effect; % of control where 0% means no effect; nearly all actives have a fitted effect of over 50% in size
ATXN viability: viability counter-screen for ATXN expression inhibitors. S2 cells (HEK-293 line with an ATXN2-luciferase reporter) viability, CellTiter-Fluor protease fluorescence, 24 h. hit rate 0.49% among 400,000. Potency, µM (titrated, usually from 56.7 µM), actives largely listed as cytotoxic; note: potency is the fitted concentration of half-maximal effect; nearly all actives have a fitted effect of over 40% in size
KB-3-1 tox: KB-3-1 parental cell cytotoxicity; KB-3-1 viability, CellTiter-Glo ATP luminescence, 72 h; Potency, µM (titrated, usually from 46.1 µM), for the others: at the highest dose activity change, negative = cytotoxic, actives largely listed as cytotoxic; hit rate 1.4% among 400,000; note: potency is the fitted concentration of half-maximal effect; % is set by controls: 0 for no effect and ±100 for the full control effect; nearly all actives have a fitted effect of over 60% in size
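Screening of KB-3-1 cells (DMEM, 10% FBS, phenol-red free) ran from lowest to highest compound concentration; after 72 h at 37 °C viability was read luminescently and curves fitted.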
SW480 rerep: inducers of DNA re-replication in SW480 colon cancer cells; hit rate 1.8% among 340,000; SW480 DNA re-replication, Hoechst DNA content imaging, 48 h; Potency, µM (highest dose often 46.1 µM), without a hit: at the top dose re-replication activation, usual class: activators; note: potency is the fitted concentration of half-maximal effect; % of control where 0% means no effect; nearly all actives have a fitted effect of over 55% in size
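DNA re-replication was detected as more nuclei of elevated Hoechst intensity after 48 hr exposure to compound (23 nL pinned per well of 250 cells).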
HT1080 IDH1KD tx: HT-1080 IDH1 knockdown cell toxicity (counter line) | HT-1080 IDH1 knockdown viability, ATP luminescence, 48 h | Potency, µM (doses to about 46.1 µM), for the others: top-dose activity, negative = toxicity, most hits filed as cytotoxic | hit rate 2% among 360,000;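 note: potency is the fitted concentration of half-maximal effect; 0% = DMSO wells and -100% = cell-free medium wells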
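Luminescent ATP read-out (CellTiter-Glo, 10 min at room temperature) after 48 h compound exposure at 37 °C gave viability of IDH1-knockdown HT-1080 cells. Activity was normalised to DMSO and cell-free wells, then fitted as concentration-response curves.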
HT1080-NT tox: kills 2HG-producing HT-1080-NT fibrosarcoma cells; AID 686970; HT-1080-NT fibrosarcoma viability, CellTiter-Glo ATP luminescence, 48 h; Potency, µM (top dose mostly 46.1 µM), for inactives: at the top dose activity, negative = less viability, hits mostly cytotoxic; hit rate 1.6% among 360,000;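 note: NT is the 2HG producing partner of a matched IDH1 knockdown line; potency is the fitted concentration of half-maximal effect; 0% = DMSO-treated cells and -100% = media-only wells without cells; nearly all actives have a fitted effect of over 55% in size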
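Compounds were tested in concentration-response format on HT-1080-NT cells for 48 hours at 37 degrees C. Cell viability came from CellTiter-Glo luminescence; curves were classified by r2, response magnitude and activity.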
HepG2 tox: counter-screen for TGF-b inhibitors: cytotoxicity in HepG2 cells; HepG2 CAGA-GFP viability, ATP luminescence, 18 h; Potency, µM (series often up to 46.1 µM), without a hit: at the highest dose activity change, negative = cytotoxicity, most hits filed as cytotoxic; hit rate 0.76% among 410,000; note: potency is the fitted concentration of half-maximal effect; some results filed as inactive show a strong effect at the top dose
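HepG2 CAGA-GFP cells (1000/well, DMEM with 1% FBS) received compound, then TGF-beta at 500 pg/mL final, and were incubated 18 hours at 37 degrees C. Viability was read by CellTiter-Glo luminescence. Media-only wells were set as complete cell-killing and DMSO as no toxicity.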
IL-1B inflam inh: inflammasome signaling inhibition, IL-1 beta readout. THP-1 LPS/ATP IL-1B secretion, AlphaLISA, 16 h; stronger effect = lower value. activity change, % at 57.5 µM. hit rate 4.7% among 360,000. AID 743279; in the data active = activity change below about -50%; inconclusive = mostly about -30% to -49%; note: % is set by controls: 0 for no effect and ±100 for the full control effect
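Secreted IL-1B measured by AlphaLISA bead assay after 16 h compound exposure of THP-1 cells; compounds (final up to 57.5 uM) added 1 h before LPS (250 ng/mL) and ATP (1.25 mM) stimulation; lower signal means less secretion.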
Active calls of the source: *; i = inactive; ? = inconclusive; . = not tested or not shown; [ ] = remark or other dose. Unless noted, calls come from the whole dose curve; as a rule, active = well fitted curve in the direction sought with a large enough effect; inconclusive = small, poorly fitted or top-dose-only effect, or another doubt; inactive = no such curve, though single readings can be large; an effect the other way counts as inactive or inconclusive.

SMILES	ATXN2 expr inh	MCF10A rerep	ATXN viability	KB-3-1 tox	SW480 rerep	HT1080 IDH1KD tx	HT1080-NT tox	HepG2 tox	IL-1B inflam inh
COc1ccc(S(=O)(=O)N(C)c2ccc(C(=O)NCc3ccccn3)cc2)cc1	-3%	-2%	i	17%	-4%	2%	-2%	-5%	-6
CC(C#N)(NC(=O)CN1CCN(S(=O)(=O)c2ccc(Br)cc2Cl)CC1)C1CC1 (stereo unspecified)	-2%	18%	?	-12%	0%	-9%	-14%	-7%	-16
COc1cc2c(cc1OC)C(c1ccc(Br)cc1)N(C(=O)c1ccccc1C(=O)O)CC2 (stereo unspecified)	1%	-1%	i	-9%	?	-10%	-5%	7%	48
COCOCCn1cc(CN2CCS(=O)(=O)N(Cc3ccc(-c4ccc(Cl)nc4)cc3)C(C(C)C)C2=O)nn1 (stereo unspecified)	?	.	?	9%	.	-4%	-16%	1%	66
Cc1cc(NCc2ccncc2)ccc1Br	16%	17%	i	-7%	10%	7%	15%	-18%	1
O=C(COc1ccc(Cl)cc1)Nc1cc(NC(=O)COc2ccc(Cl)cc2)cc(C(=O)O)c1	.	9%	i	10%	5%	4%	-1%	-24%	12
CC1CC(C)CN(CCCNC(=O)CCNC(=O)Cn2ccc3ccccc3c2=O)C1 (stereo unspecified)	4%	3%	i	0%	-6%	4%	-2%	-5%	10
CC1C(=O)N(Cc2cn(CCC3OCCCO3)nn2)CCS(=O)(=O)N1Cc1ccc(-c2ccccc2)cc1 (stereo unspecified)	-14%	.	i	-15%	.	-4%	1%	-32%	-11
CC(C)CC(=NNC(=O)c1ccncc1)c1cc(Cl)ccc1O	2.8µM*	?	?	?	1.2µM*	0.82µM*	?	7.1µM*	64
OCCCNc1cc(-c2ccccc2)nc2cc(-c3ccc(F)cc3)nn12	-21%	?	i	-16%	?	?	?	-23%	-91*
CCOc1ncccc1C(=O)Nc1cc(S(=O)(=O)N2CCCCC2)ccc1OC	22%	0%	i	1%	-5%	-15%	-1%	-14%	20
CCOC(=O)c1c(NC(=O)c2cc3ccccc3c(=O)o2)sc2c1CCC(C(C)(C)C)C2 (stereo unspecified)	5%	.	i	7%	.	.	.	-9%	.
O=C(Cn1cnc2c(cnn2-c2ccc(F)cc2)c1=O)N1CCN(c2ccccc2F)CC1	-6%	0%	i	4%	1%	-6%	-5%	-17%	-2
C=C(C)c1cccc(C(C)(C)NC(=O)N2CCN(C)CC2)c1	6%	-10%	i	8%	3%[9.22 µM]	0%	-4%	-13%	24
O=C(CC(=O)Nc1ccc(Cl)cc1Cl)Nc1ccc(Cl)cc1Cl	-11%	19%	i	-1%	29%	29%	23%	-12%	20
CCC(C)(C)N(C(=O)CCC(=O)Nc1cc(C)on1)C(C(=O)NC(C)(C)C)c1ccc(OC)cc1 (stereo unspecified)	-13%	-10%	i	-1%	-13%	-2%	1%	-8%	7
CC(CC(=O)NC1CCCC1)c1ccccc1 (stereo unspecified)	4%	9%	i	-2%	-4%	15%	17%	2%	18
O=C(c1ccc(=O)[nH]n1)N1CCN(S(=O)(=O)c2ccccc2F)CC1	3%	0%	i	14%	2%	2%	2%	1%	9
Cc1cccc(C)c1NC1=C(Cl)C(=O)OC1OC(C)C (stereo unspecified)	9%	15%	i	-11%	4%	-3%	-10%	9%	7
Cc1ccc(OCCCNCCO)c(Br)c1	-6%	?	i	-21%	?	21µM*	?	-17%	-60*
CCCNC(=O)C1(C)CCCN(C(=O)c2cc(C(C)(C)C)nn2C)C1 (stereo unspecified)	6%	.	i	0%	.	23%	17%	-1%	-15
COc1ccc(CCNC(=O)CSc2n[nH]c(C)c2[N+](=O)[O-])cc1OC	.	0%	i	2%	-1%	2%	1%	6%	-9
Cn1c(N)c(C(=O)COC(=O)c2ccccc2NCc2ccco2)c(=O)n(C)c1=O	-1%	0%	i	-5%	2%	-13%	-17%	1%	12
COc1ccccc1NC(=O)COC(=O)C12CC3CC(CC(Cl)(C3)C1)C2	1%	-3%	i	7%	-5%	11%	4%	-2%	-2
CN1CCN(NC(=O)c2c(-c3ccccc3)sc3ccccc23)CC1	6%	2%	i	-4%	-8%	-1%	-1%	-9%	-5

Structures above that bear a hit mark in SW480 rerep.
SMILES,SW480 rerep,IL-1B inflam inh
CC(C)CC(=NNC(=O)c1ccncc1)c1cc(Cl)ccc1O,1.2µM*,64

Further compounds:
SMILES	ATXN2 expr inh	MCF10A rerep	ATXN viability	KB-3-1 tox	SW480 rerep	HT1080 IDH1KD tx	HT1080-NT tox	HepG2 tox	IL-1B inflam inh
CCOC(=O)c1c(S(=O)(=O)N2CCC(C(=O)NCc3cccc(C)c3)CC2)c(C)n(C)c1C	9%	.	?	21%	.	.	.	-13%	.
CC(=O)c1cccc(N2C(=NC(=O)COc3ccccc3)SC3CS(=O)(=O)CC32)c1 (stereo unspecified)	8%	?	i	15%	-3%	4%	12%	9%	0
CCCCNc1nc2ccccc2nc1NS(=O)(=O)c1cccs1	-10%	22%	i	0%	-1%[9.22 µM]	1%	-6%	-1%	38
Cc1cc(C)c(C#N)c(SCS(=O)Cc2ccccc2)n1 (stereo unspecified)	6%	-1%	i	7%	0%	?	3%	-8%	-1
CN(C(=O)/C=C/c1ccc(F)cc1)C1CCCCC1	11%	-29%	i	2%	?	8%	13%	-72%	?
COc1ccc(CN(Cc2nc3ccccc3c(=O)[nH]2)C(=O)C(C)(C)C)cc1	3%	4%	i	8%	0%	13%	4%	-10%	-19
CCc1c(C(=O)c2ccc(Cl)cc2)oc2c(C)c3oc(=O)cc(C)c3cc12	0%	0%	i	-4%	-3%	9%	15%	0%	6
Cc1cccc(NC(=O)CSc2nnc(CSc3nc(C)cc(C)n3)o2)c1	8%	-8%	i	12%	-7%	-1%	4%	-4%	-16
Nc1cc(=O)[nH]c(SCc2cccc3ccccc23)n1	5%	8%	i	-18%	?	-3%	-6%	-25%	0
CNC(=O)COc1coc(CN2CCN(Cc3ccccc3)CC2)cc1=O	-11%	-4%	i	27%	0%	14%	2%	-2%	0
C=CCn1c(SCC(=O)Nc2ncc(Cc3cc(Cl)ccc3Cl)s2)nnc1-c1ccncc1	6%	-2%	i	0%	4%	7%	9%	4%	18
S=c1[nH]nc(-c2ccco2)n1/N=C/C(Cl)=C/c1ccccc1	39%[activator]	7.3µM*	?	-1%	?	?	?	-34%	?
Cc1ccc(-c2nnn(CC(=O)N(CCO)C(C(=O)NC(C)(C)C)c3ccncc3)n2)cc1 (stereo unspecified)	3%	0%	i	?	1%	-6%	7%	23%	23
COC(=O)c1cc(S(=O)(=O)C(C)C)c(S(C)=O)s1 (stereo unspecified)	83%[activator]	18%	i	0%	?	-22%	?	-3%	-100*
O=C(CN1CCCC1)NCC1(c2ccccc2)CCOCC1	3%	7%	i	4%	-16%	26%	-3%	-32%	-2
CCSc1nc2n(n1)C(c1ccc(C(=O)O)cc1)C(C(=O)Nc1ccccc1C)=C(C)N2 (stereo unspecified)	-4%	.	i	8%	.	.	.	-2%	.
CCOc1ccc(OCC)c(Nc2cc(C)nc3nc(C)nn23)c1	-11%	?	i	0%	?	-25%	-10%	-4%	-13
C[C@@H]1CN([C@@H](C)CO)C(=O)CCCn2nncc2CO[C@H]1CN(C)S(=O)(=O)c1ccc(Oc2ccccc2)cc1	9%	.	i	15%	.	7%	15%	-12%	-11
Cc1onc(-c2ccccc2Cl)c1C(=O)NCCN1Cc2ccccc2C1=O	-1%	-4%	i	5%	0%	0%	0%	6%	3
O=C(Nc1cccnc1)c1ccc(C(=O)Nc2cccnc2)cc1	.	3%	i	25%	-6%	?	?	-8%	0
CCOC(=O)c1cc(C)sc1NC(=O)c1ccc(Cl)s1	-1%	3.3µM*	i	19%	1%	21%	?	-2%	-12
O=C(Cc1cccs1)N(c1ccccc1)C1C=CS(=O)(=O)C1 (stereo unspecified)	-3%	13%	i	-3%	-4%	-3%	3%	-24%	3
COc1ccc(CCNC(=O)CSc2nncn2N)cc1OC	-7%	?	i	9%	7%	5%[9.24 µM]	-5%	-6%	19
Nc1c2c(nn1-c1ccccc1)CCC2	3%	?	i	-2%	2%	-2%	0%	-104%	-2
COc1ccc(C/C(N)=N/OC(=O)Cc2ccccc2)cc1OC	-4%	-4%	i	-7%	5%	8%	1%	6%	-3
COc1ccc(/C=N/NC(=O)C2CC2)c(OC)c1OC	3%	4%	i	16%	30%	17%	12%	-1%	-2
Cc1cc(C)cc(N2CCCn3c2nc2c3c(=O)[nH]c(=O)n2C)c1	-11%	7%	i	-1%	-3%	0%	6%	-8%	-2
COc1cc(C(=O)Nc2cc(C)ccn2)cc(OC)c1OC	8%	-1%	i	?	-1%	6%	-16%	1%	2
O=C(c1cccc(-c2ccc(O)cc2)c1)N1CCN(c2ccc(F)cc2)CC1	-25%	5%	i	-10%	-5%	5%	-2%	-21%	31
COc1ccc(NC(=O)CSc2ccccn2)cc1OC	11%	13%	i	1%	0%	3%	6%	-10%	-1

Two records picked at random from those above:
SMILES	ATXN2 expr inh	MCF10A rerep	ATXN viability	KB-3-1 tox	SW480 rerep	HT1080 IDH1KD tx	HT1080-NT tox	HepG2 tox	IL-1B inflam inh
COc1ccc(C/C(N)=N/OC(=O)Cc2ccccc2)cc1OC	-4%	-4%	i	-7%	5%	8%	1%	6%	-3
Cc1ccc(-c2nnn(CC(=O)N(CCO)C(C(=O)NC(C)(C)C)c3ccncc3)n2)cc1 (stereo unspecified)	3%	0%	i	?	1%	-6%	7%	23%	23

Already shown: entries from further up.
SMILES	ATXN2 expr inh	MCF10A rerep	ATXN viability	KB-3-1 tox	SW480 rerep	HT1080 IDH1KD tx	HT1080-NT tox	HepG2 tox	IL-1B inflam inh
O=C(c1cccc(-c2ccc(O)cc2)c1)N1CCN(c2ccc(F)cc2)CC1	-25%	5%	i	-10%	-5%	5%	-2%	-21%	31
COc1ccc(NC(=O)CSc2ccccn2)cc1OC	11%	13%	i	1%	0%	3%	6%	-10%	-1
